FAS TE block = FAS thioesterase domain inhibitors, primary screen, biochemical, fluorescence intensity, uHTS | recombinant FAS-TE, OMFH fluorogenic substrate, fluorescence endpoint | inhibition, % at 15 µM | AID 602261, 2012 | Fatty acid synthase (Homo sapiens), P49327 | 360,000 tested, 0.67% active;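 active means compounds whose normalised, plate-corrected inhibition of enzyme fluorescence in the single-dose primary screen is 50% or more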;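 further: 0% = DMSO with enzyme and 100% = substrate without enzyme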
Target sequence (P49327 whole entry, looked up, the tested form may be a part): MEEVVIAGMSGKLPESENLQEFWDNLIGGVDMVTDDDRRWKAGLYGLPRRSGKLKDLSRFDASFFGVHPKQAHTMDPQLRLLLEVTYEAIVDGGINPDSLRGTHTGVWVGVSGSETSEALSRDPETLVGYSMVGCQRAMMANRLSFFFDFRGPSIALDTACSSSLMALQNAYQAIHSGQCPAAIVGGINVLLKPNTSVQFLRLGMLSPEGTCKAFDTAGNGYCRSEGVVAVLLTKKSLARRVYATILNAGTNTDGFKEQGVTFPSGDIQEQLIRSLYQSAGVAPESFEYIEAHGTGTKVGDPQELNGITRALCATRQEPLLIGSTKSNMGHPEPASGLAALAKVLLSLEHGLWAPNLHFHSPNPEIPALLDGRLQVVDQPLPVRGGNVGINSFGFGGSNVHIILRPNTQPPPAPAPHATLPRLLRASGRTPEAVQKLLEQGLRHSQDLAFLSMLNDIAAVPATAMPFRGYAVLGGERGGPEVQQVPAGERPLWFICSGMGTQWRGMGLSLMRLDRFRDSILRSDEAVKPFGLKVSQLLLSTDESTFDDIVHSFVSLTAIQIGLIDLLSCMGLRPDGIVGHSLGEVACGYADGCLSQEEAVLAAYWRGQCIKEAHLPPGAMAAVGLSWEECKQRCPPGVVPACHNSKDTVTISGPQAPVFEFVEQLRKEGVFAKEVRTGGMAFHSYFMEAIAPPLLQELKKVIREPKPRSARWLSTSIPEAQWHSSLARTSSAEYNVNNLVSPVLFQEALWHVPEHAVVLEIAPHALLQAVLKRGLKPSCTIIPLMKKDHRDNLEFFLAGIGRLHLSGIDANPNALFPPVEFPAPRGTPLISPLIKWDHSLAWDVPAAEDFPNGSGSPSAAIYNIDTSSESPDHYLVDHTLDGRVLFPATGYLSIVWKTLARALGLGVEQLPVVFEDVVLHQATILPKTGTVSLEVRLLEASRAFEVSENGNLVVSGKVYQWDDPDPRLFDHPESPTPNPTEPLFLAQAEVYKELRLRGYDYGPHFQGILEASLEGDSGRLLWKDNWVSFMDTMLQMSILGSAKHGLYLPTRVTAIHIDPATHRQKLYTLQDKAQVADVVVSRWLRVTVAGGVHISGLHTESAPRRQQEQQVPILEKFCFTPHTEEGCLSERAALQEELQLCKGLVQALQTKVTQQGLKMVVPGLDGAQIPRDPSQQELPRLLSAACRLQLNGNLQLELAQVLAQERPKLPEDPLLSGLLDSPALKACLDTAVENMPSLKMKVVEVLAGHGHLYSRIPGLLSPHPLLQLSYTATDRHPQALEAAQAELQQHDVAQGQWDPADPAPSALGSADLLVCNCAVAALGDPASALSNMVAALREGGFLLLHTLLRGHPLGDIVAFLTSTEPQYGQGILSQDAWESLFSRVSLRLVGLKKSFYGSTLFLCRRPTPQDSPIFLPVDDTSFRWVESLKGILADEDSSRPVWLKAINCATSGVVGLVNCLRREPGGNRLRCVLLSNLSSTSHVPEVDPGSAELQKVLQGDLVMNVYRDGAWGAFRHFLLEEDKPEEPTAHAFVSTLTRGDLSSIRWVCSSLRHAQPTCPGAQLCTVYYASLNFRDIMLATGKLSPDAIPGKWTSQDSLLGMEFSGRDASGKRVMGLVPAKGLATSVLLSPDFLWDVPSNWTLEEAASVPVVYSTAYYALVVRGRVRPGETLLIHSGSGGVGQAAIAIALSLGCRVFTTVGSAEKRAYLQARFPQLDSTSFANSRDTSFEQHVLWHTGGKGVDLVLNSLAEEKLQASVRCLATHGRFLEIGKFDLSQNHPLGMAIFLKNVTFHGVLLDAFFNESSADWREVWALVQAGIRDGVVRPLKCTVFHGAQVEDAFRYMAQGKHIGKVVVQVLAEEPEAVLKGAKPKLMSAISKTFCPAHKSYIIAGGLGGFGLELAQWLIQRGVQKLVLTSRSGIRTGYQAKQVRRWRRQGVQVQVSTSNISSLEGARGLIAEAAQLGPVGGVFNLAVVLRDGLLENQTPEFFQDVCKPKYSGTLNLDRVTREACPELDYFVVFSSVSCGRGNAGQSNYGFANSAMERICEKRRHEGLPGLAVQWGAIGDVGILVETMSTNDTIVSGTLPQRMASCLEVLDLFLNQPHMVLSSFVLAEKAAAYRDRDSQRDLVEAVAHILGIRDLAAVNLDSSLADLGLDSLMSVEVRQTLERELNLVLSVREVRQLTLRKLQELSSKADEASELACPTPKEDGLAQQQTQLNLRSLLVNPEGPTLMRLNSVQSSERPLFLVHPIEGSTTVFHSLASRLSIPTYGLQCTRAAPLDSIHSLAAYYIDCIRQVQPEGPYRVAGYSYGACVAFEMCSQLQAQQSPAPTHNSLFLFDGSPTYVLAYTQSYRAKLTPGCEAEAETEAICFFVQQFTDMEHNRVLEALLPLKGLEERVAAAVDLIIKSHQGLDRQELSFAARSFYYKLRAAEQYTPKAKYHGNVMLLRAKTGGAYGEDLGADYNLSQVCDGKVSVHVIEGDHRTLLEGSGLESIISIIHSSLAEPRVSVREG
CSN inh = inhibitors of CSN-mediated cullin deneddylation, primary screen, biochemical, fluorescence polarization, uHTS; COP9 signalosome complex subunit 5 (Homo sapiens), Q92905; Purified CSN, SCF-Nedd8-OG deneddylation; inhibition, % at 12.5 µM; 360,000 tested, 0.38% active; AID 651999, 2013;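 active means pattern-corrected inhibition above about 35%, with an unprinted fluorescence ratio check between 0.5 and 1.5, limit read from the data, passing the limit was not always enough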;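 further: 0% = enzyme with substrate and 100% = substrate without enzyme; some results filed as inactive read as strong as hits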
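Assay system: Purified human Csn5 enzyme expressed in HEK293T cells | Amount: Enzyme 0.24 nM | Measured by: Fluorescence polarization readout | Medium: Tris/NaCl/DTT buffer, pH 7.5 | Compound dosing: One concentration, 12.5 µM, 0.25% DMSO | Times: 90 min incubation of compound, enzyme and substrate at room temperature | Control set: no-enzyme wells high, enzyme-with-substrate wells low | Read-out: % inhibition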
MsrA inh = bovine MsrA enzyme inhibitors, primary screen, biochemical, absorbance, HTS; Methionine sulfoxide reductase A (Bos taurus); purified bovine MsrA, absorbance read-out; inhibition, % at 15.5 µM; 360,000 tested, 0.75% active; in the data active means inhibition above about 4.5%;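 further: 0% = vehicle wells with enzyme and 100% = reference inhibitor wells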
Rin1 Abl inh = inhibitors of Rin1-Abl protein binding, primary screen, biochemical, TR-FRET. inhibition, % at 7.35 µM. 360,000 tested, 0.4% active; in the data active means inhibition above about 5%, passing the limit was not always enough
PABP1 MLLE inh = inhibitors of PABP1 MLLE–PAM2 peptide binding, primary screen, biochemical, fluorescence polarization, FITC-PAM2, GST-MLLE | Polyadenylate-binding protein 1 (Homo sapiens), P11940 | 360,000 tested, 0.36% active | inhibition, % at 20 µM; in the data active means inhibition above about 35%, passing the limit was not always enough;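 further: plate controls were DMSO wells with GST-MLLE for no effect and wells lacking GST-MLLE protein for full effect; some results filed as inactive read as strong as hits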
eLon inh = inhibitors of E. coli Lon protease, primary screen, biochemical, fluorescence polarization | purified E. coli Lon protease | P0A9M0 | 360,000 tested, 0.42% active | inhibition, % at 7.94 µM; in the data active means inhibition above about 13%, passing the limit was not always enough;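 further: 0% = enzyme with probe and DMSO and 100% = no enzyme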
Tb MetRS inh = T. brucei MetRS inhibitors, primary screen, biochemical, luminescence; methionyl-tRNA synthetase (Trypanosoma brucei brucei); purified T. brucei MetRS, ATP depletion, Kinase-Glo luminescence; inhibition, % at 11.9 µM; AID 624268, 2012; 360,000 tested, 0.4% active;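 active means inhibition above a per-plate cutoff of the control wells' mean inhibition plus 3 SD, cut at about 5.5% in these data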;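 further: 0% = DMSO wells median and 100% = median of wells with control inhibitor compound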
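Material: parasite MetRS enzyme / Replication: singlicate, one well per compound / Signal: luminescence of leftover ATP / Schedule: 2 h aminoacylation at 25 °C after 15 min preincubation / Medium: HEPES-MgCl2-KCl buffer plus DTT, spermine, BSA, pyrophosphatase / Doses: 11.9 µM single point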
Neddyl block = inhibitors of cullin neddylation, primary screen, biochemical, TR-FRET, uHTS, NAE and Ubc12. NEDD8-conjugating enzyme Ubc12 (Homo sapiens) + NEDD8-activating enzyme E1 regulatory …. calls only at 25 µM. 360,000 tested, 0.58% active. AID 651699, 2012; in the data active means inhibition above about 36%
bovine MsrA act = bovine MsrA enzyme activators, primary screen, biochemical, absorbance, HTS; activation, % at 10.6 µM; purified bovine MsrA, absorbance read-out; 360,000 tested, 0.3% active; Methionine sulfoxide reductase A (Bos taurus); in the data active means activation above about 7.5%;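 further: 0% = vehicle and 100% = reference activator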
An asterisk follows results filed as active; i = inactive; . = no result given.

SMILES	FAS TE block	CSN inh	MsrA inh	Rin1 Abl inh	PABP1 MLLE inh	eLon inh	Tb MetRS inh	Neddyl block	bovine MsrA act
COc1ccc2c(c1)cc(C(O)c1ccccn1)n2S(=O)(=O)c1ccccc1 (stereo not drawn)	6	0	0.2	3	1	0	-0.7	i	-4
COc1ccc(-c2[nH]ncc2-c2ccc3c(c2)OCCO3)c(O)c1	-54	-5	0.5	0	8	4	0.2	i	-6
CC(=O)NC1(c2ccc(F)cc2)CCN(C(=O)Nc2ccc(F)cc2F)CC1	-8	-1	-0.8	5	0	-5	-0.3	i	8.6*
C=CCn1c(SC/C=C/c2ccccc2)nnc1-c1sc(N)nc1C	-4	-5	-0.4	0	-37	-1	-0.4	i	-1
O=C(CNC(=O)c1ccccc1F)N/N=C\C=C\c1ccccc1	-3	6	1.0	-6	7	5	-0.2	i	-4
CC(=O)/C(N=Nc1ccc2c(c1)OCCO2)=C(\C)O	-2	-1	2.2	-5	6	3	-0.9	i	-6
O=C(NCCc1csc(-c2cccnc2)n1)c1ccccc1Br	-8	-1	0.6	-3	-6	-13	0.2	i	-4
C#CCOCCOCCOCCNc1nc(N2CCN(C(=O)[C@H](CCC(=O)O)n3cc(CN)nn3)CC2)nc(N2CCN(C(=O)[C@H](CCCN=C(N)N)n3cc(C(N)[C@@H](C)CC)nn3)CC2)n1 (stereo partly drawn)	-7	-3	-0.8	-2	-2	1	0.3	i	-1
Cc1ccccc1S(=O)(=O)Cc1ccc(C(=O)O)o1	-8	0	-0.7	2	14	0	-0.4	i	3
O=C(COC(=O)Cc1ccc(Cl)cc1)Nc1cc(S(=O)(=O)N2CCOCC2)ccc1N1CCCC1	-2	-8	0.7	2	1	-13	0.4	i	0
COc1ccc(N2CCN(C(=O)C(OC(C)=O)c3ccccc3)CC2)cc1 (stereo not drawn)	-3	-5	-0.5	-2	0	-5	0.0	i	1
O=C1S/C(=C\C=C\c2ccco2)C(=O)N1c1ccc(O)cc1	0	32	2.1	-2	8	-38	0.5	i	-6
CC(=O)Nc1ccc(OCC(=O)NCc2ccccc2)cc1	-12	1	-0.3	4	-3	-9	-0.8	i	-10
Cc1ccccc1CN1C(=O)C2(OCCCO2)c2ccccc21	11	2	.	-3	6	-1	-0.1	i	-2
Cc1ccc(O)c(NC(=O)c2cc(-c3ccco3)on2)c1	-3	7	-0.9	-3	-26	-18	0.8	i	-3

In the list so far, these contain fluorine:
SMILES	FAS TE block	CSN inh	MsrA inh	Rin1 Abl inh	PABP1 MLLE inh	eLon inh	Tb MetRS inh	Neddyl block	bovine MsrA act
CC(=O)NC1(c2ccc(F)cc2)CCN(C(=O)Nc2ccc(F)cc2F)CC1	-8	-1	-0.8	5	0	-5	-0.3	i	8.6*
O=C(CNC(=O)c1ccccc1F)N/N=C\C=C\c1ccccc1	-3	6	1.0	-6	7	5	-0.2	i	-4

(more compounds)
SMILES	FAS TE block	CSN inh	MsrA inh	Rin1 Abl inh	PABP1 MLLE inh	eLon inh	Tb MetRS inh	Neddyl block	bovine MsrA act
C=CCNC(=O)NS(=O)(=O)c1ccc(C)cc1	-8	3	-0.2	0	1	1	-1.1	i	-8
O=C(NC(=O)c1ccccc1)OCC(F)(F)F	-6	4	0.8	2	-7	-4	-0.4	i	-3
O=C(Nc1cc(Cl)ccc1-n1cncn1)c1cn2ccccc2n1	-1	-1	0.4	1	-1	8	-0.5	i	-7
O=C(OCC(=O)N1CCN(S(=O)(=O)c2ccc(Cl)cc2)CC1)c1cccc(OC(F)F)c1	14	1	0.5	0	13	-9	-0.7	i	-6
Cc1cccc(N2C(=O)CC(N3CCN(c4cccc(C(F)(F)F)c4)CC3)C2=O)c1 (stereo not drawn)	14	-7	0.9	-4	4	-4	-0.3	i	-2
CCCC(=O)NC(=S)Nc1cc(-c2nc3ncccc3o2)ccc1C	-4	-2	-0.3	-1	32	-6	-0.6	i	-3
Cc1ccc(NC(=O)CSc2nnc(CNC(=O)c3ccccc3F)o2)cc1	-4	2	0.8	0	1	-1	-0.1	i	-10
Cc1ccnc(NC(=O)CCC(=O)N(CC(=O)NCCc2ccccc2)Cc2ccco2)c1	-5	-3	-0.6	0	-7	-4	-1.6	i	-6
COc1nnc(-c2ccc(C)c(S(=O)(=O)NC(C)(C)CO)c2)c2ccccc12	-4	-3	0.6	-1	13	-5	0.0	i	-1
COc1ccc(CCn2c(C)cc(C(=O)CSc3nnc(N)s3)c2C)cc1	-28	6	.	2	17	-2	-0.4	i	-1
Clc1ccc2noc(-c3ccccc3)c2c1	-8	-3	-0.1	-1	-1	-2	0.4	i	0
COC(=O)N/N=C(C)\C=C\c1ccco1	-4	-3	1.6	-5	9	6	-1.4	i	-10
O=C(O)C(Cc1ccccc1)N1C(=O)c2ccccc2C1=O (stereo not drawn)	-4	-7	-0.4	-1	6	-4	-0.2	i	-3
Cc1cc(C)n(/N=C/c2ccccc2)c(=O)c1C#N	-6	3	4.2	-1	4	-7	-0.6	i	-4
O=C(Nc1ccc(N2CCN(Cc3ccccc3F)CC2)cc1)c1ccc([N+](=O)[O-])o1	4	1	0.9	-3	-7	6	0.2	i	3
COc1ccc(-c2c(-c3ccccc3OC)sc3ccccc23)cc1OC	21	5	0.8	2	0	-1	-0.3	i	-5
Cc1nc(N)c(C#N)c(-c2ccccc2Cl)c1C	-8	2	0.2	4	4	0	-1.6	i	-10
CCOC(=O)c1c(C)oc2ccc(O)c(CN(C)C)c12	-10	2	0.5	-1	-4	-1	-0.6	i	-1
O=C(Nc1ccccc1C(=O)N1CCN(CCO)CC1)c1cccc([N+](=O)[O-])c1	6	5	-0.5	-2	6	-14	-0.2	i	-7
Cc1cc(NS(=O)(=O)c2ccc(NC(=O)c3ccc(Cl)nc3)cc2)nc(C)n1	-6	0	0.6	4	11	-6	-0.6	i	-11
N#Cc1ccccc1S(=O)(=O)N1CCN(Cc2c(O)ccc3ccccc23)CC1	40	-2	0.9	-1	19	12	-0.4	i	-4
C[C@@H]1CN([C@H](C)CO)C(=O)c2c(c3ccccc3n2C)-c2ccccc2CO[C@H]1CN(C)S(=O)(=O)c1cn(C)cn1	-6	5	0.3	-2	-3	-13	0.5	i	1
CCOc1ccc(CCNC(=O)c2ccc(NC3=NC4CS(=O)(=O)CC4S3)cc2)cc1 (stereo not drawn)	-7	-1	0.2	4	-106	11	-0.5	i	0
CC1=C(C(=O)OCc2ccccc2)N2C(=O)[C@@H](NC(=O)COc3ccccc3)[C@H]2SC1	13	-2	-0.2	1	1	1	0.0	i	-1
Cc1[nH]ccc2c1[nH]c1cc(=O)ccc12	-3	4	3.2	3	-16	-4	0.3	.	-2
OCC[C@@H]1NCc2cc(CO)cc(-c3ccccc3)c21	10	-2	-1.2	2	-16	-1	-0.1	i	0
O=C(O)c1ccc2c(c1)C(=O)N(C(Cc1ccc(O)cc1)C(=O)O)C2=O (stereo not drawn)	-8	-2	0.5	0	6	-1	-0.5	i	-4
O=C(N/N=C/c1cccc([N+](=O)[O-])c1)c1ccc2nc[nH]c2c1	4	-1	1.1	-3	1	5	-0.5	i	-2
CN(C)C(CNC(=O)c1ccc2c(=O)n(-c3ccccc3F)c(=S)[nH]c2c1)Cc1ccccc1 (stereo not drawn)	-30	-4	-1.0	5	18	-5	-0.5	i	-1
CCCCC1CC2=C(C(=O)OC(C)(C)O2)C(c2ccc3ccccc3c2)O1 (stereo not drawn)	27	0	1.1	2	-10	10	-0.4	i	-1
Cc1cc(C)c(-c2csc(NC(=O)C3=NN(c4ccccc4)C(=O)CC3)n2)c(C)c1	15	2	0.8	-4	-17	9	-0.6	i	-3
Cc1ccc(C(=O)NNC(=O)Cc2ccccc2)cc1	-6	7	1.2	1	4	-7	-0.7	i	-2
Cc1ccccc1OCC(O)CN1C(=O)c2ccccc2C1=O (stereo not drawn)	0	0	0.1	-1	-5	5	-0.3	i	-1
O=C(CCc1nnc2ccc(NCc3ccccc3)nn12)NC1CCCCC1	-5	0	-0.3	-2	10	4	0.0	i	-3
CCN(CC)C(=O)C(=O)N/N=C/c1cccs1	-1	4	1.5	3	-8	-5	0.0	i	-3
NC(=O)c1c(N)[nH]c(C(=O)c2ccccc2)c1-c1ccccc1Br	-10	108*	1.8	.	.	-5	0.2	i	-2
O=C(COCc1cc(-c2ccc3c(c2)OCO3)on1)N1CCN(c2ccccc2)CC1	9	2	0.5	-1	-1	6	0.8	i	-4
COc1ccccc1N1CCN(C(=O)CCC(=O)N2CCN(c3ccccc3OC)CC2)CC1	-4	-1	0.3	1	3	-1	0.2	i	0
O=C(CN1CCN(S(=O)(=O)c2ccccc2)CC1)N1CCc2ccccc21	3	0	-0.7	0	0	0	-0.4	i	-4
Cn1c(Oc2ccc3c(c2)OCO3)nc2c1c(=O)n(Cc1ccccc1)c(=O)n2C	3	-4	-1.1	-1	-5	-11	-0.9	i	-5
CC(CCc1ccccc1)NC(=O)CCNC(=O)Cn1ccc2ccccc2c1=O (stereo not drawn)	-3	-4	0.9	2	4	2	0.0	i	-1
CC(=O)c1cccc(NC(=O)C2CCN(S(=O)(=O)c3ccc(C)cc3)CC2)c1	1	0	-1.0	0	-2	2	-1.5	i	0
CN(c1ccccc1)c1ccc(/C=N/N2CCOCC2)cc1	5	0	3.0	0	20	-6	-0.9	i	-8
Cn1c(=O)cc(C(=O)N/N=C/c2ccc(Cl)cc2)[nH]c1=O	-2	2	1.5	-4	6	-8	-0.4	i	-2
Cc1ccccc1NC(=O)Cc1nnc(SCC(=O)c2ccc(Br)cc2)n1C	-2	5	0.8	0	-3	4	0.1	i	0

Laid out differently: 2 of the compounds above
Sequence of screens – FAS TE block	CSN inh	MsrA inh	Rin1 Abl inh	PABP1 MLLE inh	eLon inh	Tb MetRS inh	Neddyl block	bovine MsrA act
> Cc1cc(C)c(-c2csc(NC(=O)C3=NN(c4ccccc4)C(=O)CC3)n2)c(C)c1
→ 15	2	0.8	-4	-17	9	-0.6	i	-3
> Cn1c(=O)cc(C(=O)N/N=C/c2ccc(Cl)cc2)[nH]c1=O
→ -2	2	1.5	-4	6	-8	-0.4	i	-2

Next part
SMILES	FAS TE block	CSN inh	MsrA inh	Rin1 Abl inh	PABP1 MLLE inh	eLon inh	Tb MetRS inh	Neddyl block	bovine MsrA act
OCCC1CN(Cc2cnn(-c3ccccc3Cl)c2)CCN1Cc1ccsc1 (stereo not drawn)	-5	-2	-0.2	2	15	-7	-1.6	i	-6
NS(=O)(=O)c1ccc(CNC(=O)c2sccc2-c2ccccc2)cc1	0	-1	0.6	-1	-7	6	-0.3	i	4
C=CCC[C@@H](Cc1ccc(F)cc1)C(=O)OC[C@@H]1CCCN1C(=O)[C@@H](CC=C)CC(=O)N(CCO)Cc1ccccc1	36	-7	0.2	-2	-5	14	-0.6	i	1
COc1ccc(NC(=O)c2ccco2)cc1NC(=O)COc1ccccc1	5	1	0.7	0	-3	-5	-1.0	i	-1
COc1cccc(NC(=O)Cn2c(CCC(=O)O)ccc2-c2ccc(Cl)cc2)c1	1	3	1.0	5	1	-10	0.1	i	-5
Fc1ccc2[nH]c3c(N4CCSCC4)ncnc3c2c1	-2	-1	0.8	-2	1	-4	1.1	i	0

Random draw from the library; any-hit rate near 4%.
